Tau fibril ThT: blocks human tau fibril formation measured by thioflavin T; P10636; recombinant tau K18 P301L, heparin-induced fibrillization, ThT fluorescence; Potency, µM (titrated, usually from 57.4 µM), for the others: at the top dose activity, negative = inhibition, hits mostly inhibitors; 270,000 compounds, 2.1% hits; note: % is set by controls: 0 for no effect and ±100 for the full control effect; nearly all actives have a fitted effect of over 55% in size
Target sequence (P10636 561-689 P618L limits assumed): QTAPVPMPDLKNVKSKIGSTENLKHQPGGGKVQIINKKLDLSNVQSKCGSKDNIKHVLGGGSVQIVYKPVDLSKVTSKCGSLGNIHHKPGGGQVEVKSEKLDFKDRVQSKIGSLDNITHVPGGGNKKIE
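Using a mix of unlabeled (15 uM) and Alexa 594-labeled (0.24 uM) tau K18 P301L, heparin-triggered fibrillization over 6 hr at 37 C was scored by ThT fluorescence.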
TRb-SRC2 inh: TRbeta-SRC2 interaction inhibition. Potency, µM (doses to about 106 µM), inactives show at the top dose activity change, negative = inhibition, hits mostly inhibitors. TRbeta-SRC2 peptide binding, fluorescence polarization; receptor liganded with 1 µM T3. 280,000 compounds, 0.065% hits;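 note: plate controls were bound peptide for no effect and peptide without receptor for full effect; nearly all actives have a fitted effect of over 50% in size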
Target sequence (P10828 whole entry, looked up): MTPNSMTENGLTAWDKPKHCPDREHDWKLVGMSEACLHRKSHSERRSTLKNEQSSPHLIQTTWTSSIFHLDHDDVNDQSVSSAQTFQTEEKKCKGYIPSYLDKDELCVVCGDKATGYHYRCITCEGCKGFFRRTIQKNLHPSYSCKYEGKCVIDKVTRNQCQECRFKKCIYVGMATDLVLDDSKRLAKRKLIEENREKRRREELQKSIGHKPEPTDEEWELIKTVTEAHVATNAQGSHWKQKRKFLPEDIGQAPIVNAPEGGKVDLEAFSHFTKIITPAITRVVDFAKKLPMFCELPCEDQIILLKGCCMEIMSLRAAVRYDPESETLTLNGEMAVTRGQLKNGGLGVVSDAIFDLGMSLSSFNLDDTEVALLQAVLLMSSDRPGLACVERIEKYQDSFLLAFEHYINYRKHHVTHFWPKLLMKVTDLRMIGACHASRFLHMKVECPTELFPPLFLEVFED
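Each compound concentration gave % activity, normalized to unbound and bound Texas Red SRC2 controls, from polarization read after 5 hr ambient incubation with T3-loaded human TRb LBD.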
TR SRC2 fluor cs: Texas Red fluorescence interference in TRb-SRC2 counter-screen; Potency, µM (series often up to 106 µM), for inactives: top-dose fluorescence change, negative = quenching; 280,000 compounds, 0.29% hits; TRb/SRC2 Texas Red total fluorescence interference; active = well fitted curve in either direction with a large enough effect; inconclusive = small, poorly fitted or top-dose-only effect; note: % is set by controls: 0 for no effect and ±100 for the full control effect
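Human TRb ligand-binding domain at 0.6 uM with 20 nM Texas Red SRC2 peptide in Tris buffer containing 1 uM T3 and 5% DMSO, incubated with compound 5 h at ambient temperature. Total fluorescence (555/632 nm) calculated as parallel + 2 × perpendicular.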
HTT cytoprotect: cytoprotection in Huntington HTT-Q103 PC12 cell model; 230,000 compounds, 0.14% hits; PC12 HTT-Q103 induced, cytoprotection, ATP luminescence, 40 h; Potency, µM (series often up to 56.4 µM), without a hit: cytoprotection (ATP increase), actives largely listed as activators;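 note: % of control where 0% means no effect; nearly all actives have a fitted effect of over 45% in size; toxic huntingtin expression switched on by the ecdysone agonist tebufenozide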
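Quantitative HTS on tebufenozide-induced (100 nM) PC12 cells expressing HTTQ103 exon 1–GFP; compounds tested as a concentration series; survival measured via cellular ATP.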
Tau fluor counter: counter-screen for tau fibril formation inhibitors; Potency, µM (series often up to 57.7 µM), without a hit: at the top dose activity change, negative = decrease; tau K18 P301L Alexa594 fluorescence, heparin fibrillization; 280,000 compounds, 0.93% hits; note: % is set by controls: 0 for no effect and ±100 for the full control effect; nearly all actives have a fitted effect of over 55% in size
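Human tau K18 P301L (15 uM unlabeled, 0.24 uM Alexa 594-labeled) in 100 mM sodium acetate pH 7 with 20 uM heparin, 6 hr at 37 C. ThT 30 uM added, 1 hr ambient; Alexa 594 FP and total fluorescence read at 555/632 nm.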
L3MBTL1 block: inhibitors of human L3MBTL1 | Q9Y468 | AlphaScreen L3MBTL1–H3K9me1 peptide binding | Potency, µM (highest dose often 57.1 µM), for inactives: at the top dose activity, negative = inhibition, actives largely listed as inhibitors | 230,000 compounds, 0.66% hits; note: % is set by controls: 0 for no effect and ±100 for the full control effect; nearly all actives have a fitted effect of over 60% in size
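AlphaScreen assay: L3MBTL1 (50 nM final) was preincubated 30 min at room temperature with biotinylated H3(1-15)K9me1 peptide (75 nM final), then 30 min with library compounds; streptavidin donor and nickel chelate acceptor beads (10 ug/mL final) added, 30 min dark.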
RECQ1 inh: RECQ1 (human) helicase inhibition; 240,000 compounds, 0.54% hits; RECQ1 DNA unwinding, red fluorescence kinetic read; P46063; Potency, µM (doses to about 57.3 µM), inactives show at the highest dose activity, negative = inhibition, usual class: inhibitors;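 note: plate controls were vehicle for no effect and no enzyme for full effect; nearly all actives have a fitted effect of over 30% in size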
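RECQ1T1 50 nM; forked duplex (20 bp + 30-nt ss tails) 200 nM, ATP 2 mM final; pH 8.0, 2 mM MgCl2, 2.5 ug/ml poly(dI-dC); 15 min compound preincubation; discontinuous kinetic read over 2 h at RT.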
Tau FP inhib: inhibitors of human tau fibril formation | P10636 | K18 P301L tau heparin fibrillization, Alexa594 FP, 6 h | Potency, µM (titrated, usually from 57.7 µM), for inactives: top-dose activity, negative = inhibition, usual class: inhibitors | 280,000 compounds, 0.39% hits; note: % is set by controls: 0 for no effect and ±100 for the full control effect; nearly all actives have a fitted effect of over 55% in size
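Recombinant K18 P301L […], labeled with Alexa 594 at 0.24 uM over 15 uM unlabeled; heparin inducer 20 uM final; 37 C, 6 hr; FP endpoint.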
Active calls of the source: *; i = inactive; ? = inconclusive; / = no result given; [ ] = another dose, or the depositor's remark. Unless noted, calls come from the whole dose curve; as a rule, active = well fitted curve in the direction sought with a large enough effect; inconclusive = small, poorly fitted or top-dose-only effect, or another doubt; inactive = no such curve, though single readings can be large; an effect the other way counts as inactive or inconclusive. Potency is the fitted concentration of half-maximal effect. Only part of the results is shown. The share of hits here may be higher or lower than overall.

Values in the order: Tau fibril ThT | TRb-SRC2 inh | TR SRC2 fluor cs | HTT cytoprotect | Tau fluor counter | L3MBTL1 block | RECQ1 inh | Tau FP inhib
#1 Oc1ccccc1N1CCN(c2ncccn2)CC1
 : -15% | 5% | 2% | 2% | 1% | / | -1% | 7%
#2 O=C(CCCSc1nc2ccccc2[nH]1)NCc1ccccc1
 : -9% | -2% | -3% | 33%[10 µM] | -10% | 12% | -17% | -3%
#3 COC(=O)c1cc2sc(Cl)cc2n1Cc1nc(-c2ccccc2)oc1C
 : -7% | -5% | -2% | -23% | -9% | / | 0% | -1%
#4 CCc1cccc(NC(=O)CSc2nnc(-c3cc4occc4n3C)n2-c2ccccc2C)c1
 : -3% | 0% | -14% | / | -23% | / | / | -3%
#5 CC(C)CCn1cnc2c(cnn2-c2ccc(F)cc2)c1=O
 : -15% | -15% | -3% | -29% | -14% | 4% | -2% | 10%
#6 CCCOc1ccc(C(=O)Nc2cc3c(cc2N2CCOCC2)n(C)c(=O)n3C)cc1
 : -10% | 3% | 0% | / | 3% | / | / | 5%
#7 CC(C)=CCC/C(C)=C/C(=O)O
 : -5% | 4% | -1% | 9%[10 µM] | -2% | / | i | -1%
#8 Cc1ccc(Oc2ccccc2/C=C/C(=O)O)cc1
 : -7% | -3% | -1% | -6%[10 µM] | -6% | -1% | -12% | -4%
#9 N#Cc1ccc(OCC(=O)NCCc2ccccn2)cc1
 : 0% | 0% | -5% | -13%[10 µM] | -7% | / | i | 0%
#10 N#CC(=C1Nc2ccccc2N1)S(=O)(=O)c1ccccc1
 : -11% | 5% | -1% | -7% | -12% | 4% | i | 10%
#11 Cc1cc(OCc2nc(-c3cccnc3)no2)c(C)cc1Br
 : -16% | -10% | -7% | 0%[10 µM] | -17% | -3% | -5% | 6%
#12 Cc1ccc(N=Cc2c(O)n(-c3cc(Cl)ccc3N3CCOCC3)c(=O)c3ccccc23)cc1C
 : -13% | -1% | -5% | -17% | -24% | / | -5% | ?
#13 CCOC(=O)c1ccc(N2CN=C3SCC(=O)N3C2)cc1
 : -3% | -12% | 2% | -5% | 5% | 6% | -8% | 1%
#14 CCc1ccc(/C=C2/Sc3ccccc3N(CC(=O)NCCCOC)C2=O)cc1
 : -3% | -1% | -2% | -2%[10 µM] | 1% | 7% | -13% | -7%
#15 OCCn1c(C(F)(F)F)nc2ccccc21
 : -10% | 2% | -4% | 18%[10 µM] | -1% | -1% | i | 5%

One compound at a time, from the list above. Order of values: Tau fibril ThT | TRb-SRC2 inh | TR SRC2 fluor cs | HTT cytoprotect | Tau fluor counter | L3MBTL1 block | RECQ1 inh | Tau FP inhib
Profile of N#CC(=C1Nc2ccccc2N1)S(=O)(=O)c1ccccc1 = -11% | 5% | -1% | -7% | -12% | 4% | i | 10%
Profile of Cc1ccc(N=Cc2c(O)n(-c3cc(Cl)ccc3N3CCOCC3)c(=O)c3ccccc23)cc1C = -13% | -1% | -5% | -17% | -24% | / | -5% | ?
Profile of O=C(CCCSc1nc2ccccc2[nH]1)NCc1ccccc1 = -9% | -2% | -3% | 33%[10 µM] | -10% | 12% | -17% | -3%

Next section:
Values in the order: Tau fibril ThT | TRb-SRC2 inh | TR SRC2 fluor cs | HTT cytoprotect | Tau fluor counter | L3MBTL1 block | RECQ1 inh | Tau FP inhib
#16 CCCCNC(=O)CC1SC(=NCC)N(CC)C1=O (centres undefined)
 : -2% | -4% | -6% | 7% | -4% | / | i | 13%
#17 CCOC(=O)c1nc(C)[nH]c1C(=O)OCC
 : -6% | 0% | -2% | -6% | 2% | / | -4% | 1%
#18 Cc1cc(C)c2c(-c3ccc(-c4ccc(C(F)(F)F)cc4)cc3)cc(=O)oc2c1
 : ? | 0% | 1% | -24% | -9%[81.3 µM] | / | 4%[81.1 µM] | -5%[81.3 µM]
#19 Cc1nc(SCC(=O)N2CCOCC2)c2c(=O)n(C)c(=O)n(C)c2n1
 : / | -6% | -1% | 8%[10 µM] | 9% | / | -8% | 5%
#20 Clc1ccc(-c2nnc(-c3ccco3)o2)cc1
 : ? | -1% | -1% | 0% | -9% | -4% | -6% | -3%
#21 CC1=C(C(=O)NC(C)c2ccc3c(c2)OCCO3)C2(CCC(C)CC2)OC1=O (centres undefined)
 : -3% | -2% | -1% | 5%[10 µM] | 1% | 51%[activator] | -1% | 12%
#22 CCCC(=O)C1=C(O)C(C(=O)OC)C(C)(C)CC1=NC (centres undefined)
 : -2% | -6% | -2% | -2% | 5% | -3% | 6% | -1%
#23 CCN(CC)C(=O)CSc1nc(-c2ccccc2)ccc1C#N
 : 1% | -6% | 3% | -4% | 5% | 0% | -1% | 0%
#24 Oc1ccc(-c2csc(Nc3ncccn3)n2)c(O)c1
 : ? | 3% | -1% | -75%[inhibitor] | ? | 5% | i | ?
#25 CCN(C(=O)COC(=O)c1cc(=O)[nH]c2ccccc12)C1CCS(=O)(=O)C1 (centres undefined)
 : 9% | -9% | -4% | -6%[10 µM] | 7% | / | i | 1%
#26 COc1ccc(NCc2cccn2-c2nnc(N3CCOCC3)s2)cc1OC
 : -14% | 8% | 3% | / | -7% | / | / | 4%
#27 O=C(O)c1ccc2c(c1)C(=O)N(c1cccc(-c3nc4ccccc4s3)c1)C2=O
 : -15% | 4% | -1% | -34%[10 µM] | -7% | 11% | -10% | -3%
#28 O=C(O)c1ccc2cc(-c3ccc(O)c(C45CC6CC(CC(C6)C4)C5)c3)ccc2c1
 : 28µM* | 14% | -5% | -16% | ? | / | i | ?
#29 CCOc1ccc(NC(=O)Cn2c(=O)oc3cc(S(=O)(=O)N4CCC(C)CC4)ccc32)cc1
 : 2% | 1% | -1% | / | -10% | / | / | -3%
#30 CCOC(=O)C1=C(O)CSC1=Nc1ccc(Cl)cc1
 : -1% | 3% | -2% | -22% | -6% | -2% | i | -3%
#31 CCOC(=O)C1CCN(C(=O)Cc2cccc3ccccc23)CC1
 : -6% | 0% | -6% | 7%[10 µM] | 1% | -3% | -2% | 7%
#32 O=C(Nc1cc(=O)[nH]c2nc(-c3ccc(Cl)cc3)nn12)c1ccccc1
 : / | -4% | 0% | 11%[10 µM] | / | / | -2% | /
#33 CN1CCN(C(=O)CSc2cc(=O)n(C)c3ccccc23)CC1
 : -9% | -4% | -5% | 6% | -11% | / | 0% | -1%
#34 CCC(=O)c1cc2c(C)cc(=O)oc2c(C)c1OC
 : -3% | -4% | -2% | -3%[10 µM] | -1% | 48%[activator] | -1% | -4%
#35 Cc1nc2ccc(NC(=O)c3c(-c4ccccc4)noc3C)cc2s1
 : -13% | 8% | -1% | -11% | -14% | 1% | -7% | -9%
#36 O=C(Nc1ccccc1)N1CCSCC1
 : -6% | -6% | -2% | 7% | -6% | 9% | -2% | 7%
#37 Cc1c(O)c(S(=O)c2ccccc2)c(=O)n(-c2ccccc2)c1-c1ccccc1 (centres undefined)
 : 12% | -6% | -4% | / | 5% | 23% | i | 4%
#38 CC(C)CC(=O)n1nc(-c2ccco2)nc1NCc1ccc(Cl)cc1
 : -2% | 5% | -9% | / | -11% | / | / | -8%
#39 CCn1c(C)nc2cc(C(=O)NNS(=O)(=O)c3cc(Br)ccc3Br)ccc21
 : -9% | 0% | 5% | 12%[10 µM] | -6% | 0% | -16% | -1%
#40 CCc1noc(-c2ccc(N3CCCCC3)c([N+](=O)[O-])c2)n1
 : 6% | 4% | -1% | / | -5% | / | / | -8%
#41 CC(CCC(=O)O)C1CCC2C3CC(O)[C@@H]4CC(O)CC[C@]4(C)C3CC[C@@]12C (some centres undefined)
 : ? | -10% | ? | / | 1% | / | -7% | 2%
#42 COc1ccc(CC(N)C(=O)NC2C(O)[C@H](n3cnc4c(N(C)C)ncnc43)O[C@@H]2CO)cc1 (some centres undefined)
 : -11% | -1% | -2% | -162%[inhibitor] | -9% | / | -1% | 1%
#43 Cc1ccc(-c2cc(C(F)(F)F)n3ncc(C(=O)NCc4ccco4)c3n2)cc1
 : -17% | 1% | -4% | -10%[10 µM] | -1% | -7% | i | 2%

Just Tau fibril ThT and HTT cytoprotect, for two of the compounds above:
entry	smiles	Tau fibril ThT	HTT cytoprotect
36	O=C(Nc1ccccc1)N1CCSCC1	-6%	7%
37	Cc1c(O)c(S(=O)c2ccccc2)c(=O)n(-c2ccccc2)c1-c1ccccc1 (centres undefined)	12%	/

Ordered by heavy-atom count (smallest number first): some entries from above.
Values in the order: Tau fibril ThT | TRb-SRC2 inh | TR SRC2 fluor cs | HTT cytoprotect | Tau fluor counter | L3MBTL1 block | RECQ1 inh | Tau FP inhib
#40 CCc1noc(-c2ccc(N3CCCCC3)c([N+](=O)[O-])c2)n1
 : 6% | 4% | -1% | / | -5% | / | / | -8%
#38 CC(C)CC(=O)n1nc(-c2ccco2)nc1NCc1ccc(Cl)cc1
 : -2% | 5% | -9% | / | -11% | / | / | -8%
#39 CCn1c(C)nc2cc(C(=O)NNS(=O)(=O)c3cc(Br)ccc3Br)ccc21
 : -9% | 0% | 5% | 12%[10 µM] | -6% | 0% | -16% | -1%

Compound activity deposited in PubChem BioAssay by National Center for Advancing Translational Sciences (NCATS).
